Screens deposited in PubChem BioAssay by several laboratories.
RTF Ca sens act = cardiac RTF calcium sensitization; P19429+P45379; IANBD-labeled TnC RTF fluorescence at EC20 calcium; 0% EC20 calcium, 100% full calcium; activation, % at 7.2 µM; hit rate 0.24% among 340,000;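 active means activation above the mean over all tested compounds plus 3 SD, cut at about 30% in these data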;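 further: rise in fluorescence read as greater calcium sensitivity of cardiac thin filaments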
Rtt109 HAT inh = C. albicans Rtt109 histone acetyltransferase inhibition. Q5AAJ8. purified Rtt109/Vps75, ThioGlo CoA-SH fluorescence, 4 h. inhibition, % at 34.9 µM. hit rate 0.16% among 330,000. AID 540336;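 active means inhibition of at least 50% in every replicate; inconclusive means best replicate reaches 50% inhibition but some replicates fall short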
SR-BI uptake up = enhances SR-BI lipid uptake from DiI-HDL. hit rate 0.096% among 320,000. activation, % at 12.5 µM. CHO ldlA[mSR-BI] cells, DiI-HDL uptake fluorescence, 3 h; 100 = double the neutral-control signal;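 active means mean replicate activation of at least 60% and every replicate at or above 60%; inconclusive means mean or all-replicate condition met, but not both; inactive means mean below 60% and not all replicates reaching 60%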;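 further: 0% = median plate neutral-control signal and 100% = twice that signal; values of inactives mirror those of a sister screen read the other way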
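System: LDL receptor-deficient CHO ldlA cells overexpressing murine SR-BI | Timing: 3 h uptake period with compound, 37 °C | Medium: HEPES-buffered (25 mM, pH 7.4) F12 plus 0.5% BSA | Dosing: Single-point compound dose | Signal: Bottom-read fluorescence, 550/595 nm | Read-out: Retained DiI signal reflecting DiI-HDL uptake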
HTR5A ag = counter-screen for OPRM1-OPRD1 agonists: human HTR5A agonism. P47898. HTR5A agonist assay, luminescence, cell-based. activation, % at 9.3 µM. hit rate 0.61% among 340,000. AID 504692; in the data active means activation mostly above about 9.5%, no sharp cut-off; inactive means mostly below about 7.6%;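 further: 0% = cells with vehicle only and 100% = reference agonist; strong numbers were not always called active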
SR-BI HDL uptake = inhibitors of mouse SR-BI mediated HDL lipid uptake; hit rate 0.96% among 320,000; inhibition, % at 12.5 µM; ldlA[mSR-BI] CHO cells, DiI-HDL uptake fluorescence, 3 h; Q61009; AID 488896;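 active means mean replicate inhibition of at least 70% and a set share of replicates each scoring 70 or more; inconclusive means meets just one of the two criteria; inactive means fails both criteria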;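 further: 0% = median of neutral control wells and 100% = median of positive control wells; values of inactives mirror those of a sister screen read the other way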
dFosB act = enhances mouse delta FosB homodimer DNA binding | purified delta FosB, TAMRA-CDK5 oligo fluorescence polarization; percent of positive-control signal above neutral wells | activation, % at 25 µM | hit rate 0.99% among 340,000 | AID 493131;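 active means mean activation above about 17%, with every replicate also reaching it, limit read from the data, passing the limit was not always enough; inconclusive means only one of the two conditions met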;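 further: fluorescence polarization rise as delta FosB binds a TAMRA Cdk5 AP-1 oligo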
Target sequence (P13346 whole entry, looked up): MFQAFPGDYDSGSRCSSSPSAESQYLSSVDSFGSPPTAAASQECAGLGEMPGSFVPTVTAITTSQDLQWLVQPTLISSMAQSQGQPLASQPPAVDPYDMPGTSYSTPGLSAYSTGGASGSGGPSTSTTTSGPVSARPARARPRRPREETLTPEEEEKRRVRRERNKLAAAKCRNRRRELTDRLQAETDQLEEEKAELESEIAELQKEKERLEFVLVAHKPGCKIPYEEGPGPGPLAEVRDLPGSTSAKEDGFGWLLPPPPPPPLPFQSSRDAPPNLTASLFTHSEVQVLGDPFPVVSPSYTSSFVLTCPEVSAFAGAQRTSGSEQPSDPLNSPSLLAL
MITF TRPM1 HTS = activators of MITF-driven TRPM1 promoter activity in SK-MEL-5 cells | SK-MEL-5 TRPM1-promoter luciferase, 24 h; % of positive control, neutral wells = 0 | AID 588334 | hit rate 0.75% among 300,000 | activation, % at 12.5 µM;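 active means mean activation of at least 80% with every replicate also reaching 80%; inconclusive means mean reaches 80% but some replicate falls short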;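 further: 0% = neutral control wells and 100% = parthenolide positive control wells; values of inactives mirror those of a sister screen read the other way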
PvdQ inh = P. aeruginosa PvdQ acylase inhibition. purified PvdQ acylase, fluorescence plate reader. inhibition, % at 10 µM. hit rate 0.063% among 340,000; in the data active means inhibition above about 30%, passing the limit was not always enough; inconclusive means no clear call, values can overlap the other calls;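 further: 0% = vehicle neutral wells and 100% = reference inhibitor wells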
Wnt bcat act = activates Wnt/beta-catenin signaling in a reporter cell assay | activation, % at 9.35 µM | hit rate 1.2% among 300,000 | activator, plate reader | AID 743398; in the data active means activation above about 30%, passing the limit was not always enough; inconclusive means no clear call, values can overlap the other calls;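 further: 0% = neutral control wells and 100% = positive control wells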
CDK5 inh = blocks human CDK5/p35 kinase activity; Q00535+Q15078; Recombinant CDK5/p35, ADP-Glo luminescence, 60 min; inhibition, % at 10 µM; hit rate 0.01% among 330,000;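 active means highest replicate inhibition of at least 50% and at least 75% of replicates reaching 50%; inconclusive means only one of the two criteria met; inactive means both criteria failed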;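 further: plate controls were DMSO neutral control for no effect and GW8510 at 10 µM for full effect; many of its hits are not listed in these tables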
Target sequence (Q00535 whole entry, looked up): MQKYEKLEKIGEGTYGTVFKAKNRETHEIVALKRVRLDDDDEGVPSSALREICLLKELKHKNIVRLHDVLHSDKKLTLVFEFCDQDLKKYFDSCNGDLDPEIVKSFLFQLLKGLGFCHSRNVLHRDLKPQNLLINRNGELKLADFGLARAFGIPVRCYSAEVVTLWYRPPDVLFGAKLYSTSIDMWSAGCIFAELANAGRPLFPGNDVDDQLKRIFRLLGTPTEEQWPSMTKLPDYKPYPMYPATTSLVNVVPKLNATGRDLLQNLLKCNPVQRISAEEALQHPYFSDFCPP
Target sequence (Q15078 whole entry, looked up): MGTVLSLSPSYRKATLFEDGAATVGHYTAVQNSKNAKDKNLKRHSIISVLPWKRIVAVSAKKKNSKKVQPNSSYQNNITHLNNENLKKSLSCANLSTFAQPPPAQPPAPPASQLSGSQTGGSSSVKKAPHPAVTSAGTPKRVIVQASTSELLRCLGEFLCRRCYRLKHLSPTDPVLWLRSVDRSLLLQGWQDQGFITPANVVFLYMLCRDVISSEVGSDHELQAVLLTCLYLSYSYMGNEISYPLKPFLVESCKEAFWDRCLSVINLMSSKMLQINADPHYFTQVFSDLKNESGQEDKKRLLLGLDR
An asterisk follows results filed as active; ? = inconclusive; nt = not tested or not shown.

SMILES	RTF Ca sens act	Rtt109 HAT inh	SR-BI uptake up	HTR5A ag	SR-BI HDL uptake	dFosB act	MITF TRPM1 HTS	PvdQ inh	Wnt bcat act	CDK5 inh
CNC(=S)Nc1cccc2[nH]ncc12	1	-7	-1	7	1	-3	nt	27	nt	1.6
CCn1c(=O)c(=O)n(CC)c2cc(S(=O)(=O)N3CCc4ccccc43)ccc21	14	6	4	-1	-4	-13	-11	-2	-5	-4.9
Cc1cc(N2C(=O)CC(N3CCN(c4ccc(C(=O)c5cccs5)cc4)CC3)C2=O)no1 (stereo not drawn)	1	18	-52	3	52	-4	nt	-3	0	-0.9
Cc1cccc(C(=O)OC2CCOC2=O)c1C (stereo not drawn)	0	9	17	5	-17	-5	-1	3	-2	0.7
Cc1ccc(-c2nnc(N3CCOCC3)c3ccccc23)cc1S(=O)(=O)N(C)C	6	5	11	1	-11	3	1	-12	5	1.0
O=C(Nc1ccc(S(=O)(=O)NC2=NCCCCC2)cc1)C1COc2ccccc2O1 (stereo not drawn)	0	-18	nt	2	nt	-11	-2	-10	1	-1.0
O=C(Nc1ccc2c(c1)OCO2)C(=O)c1c[nH]c2ccccc12	1	-2	-41	0	41	1	35	-14	26	-6.2
CCCC(=O)Nc1ccc2c(c1)nc(CN1CCN(C(=O)OCC)CC1)n2CC	1	0	-3	9.8*	3	0	-19	-9	-8	-0.7
O=C(CSc1nnc2c(Cl)cc(Cl)cn12)NC1CCS(=O)(=O)C1 (stereo not drawn)	2	-4	-11	2	11	-4	1	4	nt	3.1
O=C(Nc1ccc(Cc2ccncc2)cc1)C1CCC(N2C(=O)C3CCCCC3C2=O)CC1 (stereo not drawn)	2	3	7	-2	-7	-12	5	-11	0	-2.3
CC(OC(=O)CNC(=O)c1ccccc1)C(=O)Nc1ccc(S(=O)(=O)N2CCOCC2)cc1 (stereo not drawn)	-7	15	15	-1	-15	-4	-4	7	1	2.3
O=c1c(-c2ccccc2Cl)c[nH]n1-c1ccccc1	-1	-4	0	-1	0	5	0	8	1	1.1
c1ccc(CCC2CCCCN2Cc2cn[nH]c2-c2cc3ccccc3o2)nc1 (stereo not drawn)	6	-3	20	4	-20	-11	5	-21	0	-1.9
CCOc1ccc(-c2cc(C(=O)N3CCC(C)CC3)c3ccccc3n2)cc1	-7	-2	-68	-2	68	-14	39	-6	11	0.4
Cc1ccc(-c2csc(C3=C(O)CN(NC(=O)c4ccc([N+](=O)[O-])cc4)C3=N)n2)cc1	-6	-2	-8	0	8	0	-10	10	-7	-0.5
CC(=O)Nc1ccc(S(=O)(=O)N2CCN(C(=O)CCC3CCCC3)CC2)cc1	-5	-2	-13	5	13	-2	-15	4	nt	-0.2
CN1C(=O)/C(=N/OC(=O)c2ccccc2Br)c2ccccc21	3	6	32	3	-32	7	-8	1	-1	-1.5
N#C/C(C(=O)N1CCOCC1)=C1/SC(Cc2ccccc2Cl)C(=O)N1c1ccccc1 (stereo not drawn)	-6	14	31	-7	-31	-4	3	9	35*	0.9
O=c1[nH]c(C2CCN(S(=O)(=O)c3ccccc3F)CC2)nc2c1nnn2Cc1ccc(OC(F)(F)F)cc1	0	-1	13	3	-13	-2	10	-2	-3	0.2
COC(=O)c1sc(=S)n(-c2ccccc2)c1N	-4	-6	-24	3	24	11	-10	-8	-6	-0.6
COc1ccc(S(=O)(=O)N(n2c(C)nnc2-n2nc(C)cc2C)S(=O)(=O)c2ccc(OC)cc2)cc1	3	-8	36	1	-36	5	1	1	nt	0.2
O=C(c1ccc(S(=O)(=O)N2CCOCC2)cc1)N(Cc1ccco1)Cc1cccs1	-5	11	-6	0	6	-8	nt	6	-5	0.5
Cc1ccc(NC(=O)c2c(C(F)(F)F)nn(C)c2SCc2ccc(Cl)cc2)cc1C	-2	2	-40	2	40	-12	16	4	0	0.2
O=c1[nH]c2ccccc2n1Cc1ccc(Cl)cc1	5	2	nt	5	10	-7	-1	-16	nt	0.1
COc1ccc(Cl)cc1N(CC(=O)Nc1ccc2c(c1)OCCO2)S(C)(=O)=O	4	-8	24	-1	-24	-13	nt	-10	nt	0.7
CC[C@]12c3[nH]c4cc(CCC(=O)N(C)C)ccc4c3CCN1C(=O)[C@@H](CC(=O)NCCN1CCOCC1)C[C@@H]2C(=O)N1CCN(C(=O)C2CC2)CC1	-4	7	8	1	-8	-6	10	9	0	0.9
Cc1cccc2cc(C#N)c(SCC(=O)NCc3cccs3)nc12	2	-5	26	-1	-26	12	-1	-22	nt	-5.9
COc1cccc(N2C(=O)C3C(C2=O)C2C=CC3C23CC3)c1 (stereo not drawn)	-1	-13	?	0	-230	0	11	-7	nt	3.0
CCCCN(C(=O)c1cccc(S(=O)(=O)N(CC)c2ccccc2)c1)c1c(N)n(CCCC)c(=O)[nH]c1=O	-2	5	13	-9	-13	-2	-4	3	-1	-0.1
O=C1NC(=O)C2C1C(c1cccs1)NN2Cc1ccccc1 (stereo not drawn)	-5	-11	6	-2	-6	3	2	10	-1	0.0
CC1(C)CN(c2cccc(Br)c2)C1=O	-4	0	4	2	-4	0	-12	-7	-3	2.3
O=C1c2ccccc2C(=O)N1CSc1nnnn1-c1ccccc1	-3	-6	27	-1	-27	3	nt	-14	nt	-0.3
CCOc1ccc(N(CC(=O)N/N=C/c2cccnc2)S(C)(=O)=O)cc1	0	5	-6	-3	6	-7	7	-18	-5	-1.4
Cc1ccc(C(=O)NC2CCN(S(=O)(=O)c3ccc(F)cc3)CC2)cc1	-9	-2	-18	1	18	3	-1	19	-1	-0.2
COc1ccccc1NS(=O)(=O)c1cc(NC(=O)CCNC(C)=O)ccc1N1CCCCC1	24	12	14	4	-14	-12	-6	-3	3	0.5
O=C(c1ccc(=O)[nH]c1)N1CCN(S(=O)(=O)c2ccccc2)CC1	-7	-3	23	10	-23	-3	11	-4	0	1.6
Cc1cc(C)c(S(=O)(=O)NCc2ccc3c(c2)OCO3)cc1C	3	4	0	-1	0	2	nt	-10	0	-1.5
COc1cc(S(=O)(=O)NCC(c2ccco2)N2CCCCC2)ccc1NC(C)=O (stereo not drawn)	0	8	4	1	-4	-4	-3	3	-4	1.4
Cn1c(SCC(=O)c2ccc3c(c2)OCO3)nnc1-c1ccccn1	-2	-3	13	-2	-13	4	-5	-10	nt	-0.4
COc1cc(/C=C2\SC(=S)N(CC(=O)NC3=NCCS3)C2=O)cc(OC)c1OC	-6	-2	-39	-2	39	-5	-4	-4	-3	0.3
CN(Cc1cccc2ccccc12)C(=O)c1cc(COc2c(F)cccc2F)on1	-9	-2	-15	-3	15	-9	5	-8	0	-1.3
CC(=O)c1ccc(OCc2cc(C(=O)NC(C)CCn3cccn3)no2)cc1 (stereo not drawn)	2	9	5	2	-5	-3	78	0	14	-1.7
Cc1cc2cc3c(cc2nc1SCc1ccccn1)OCCO3	1	0	-20	3	20	-10	15	-8	11	0.2
Cc1cccc(NC(=O)Cn2c(=O)n(Cc3ccco3)c(=N)c3c4c(sc32)COC(C)(C)C4)c1	-1	25	16	-1	-16	4	2	-12	nt	-0.6
COC(=O)c1ccc(NC(=O)CN2C(=O)CSC2=O)cc1	3	7	-7	8	7	3	1	13	nt	-0.3
COc1ccc(Nc2oc(-c3cccs3)nc2C#N)cc1	-2	3	-46	-2	46	-9	58	-10	nt	-0.4
O=C1c2cccc3cccc(c23)C(=O)N1CCCN1CCN(c2ccc(F)cc2)CC1	-1	6	nt	1	nt	46*	18	2	2	-0.1
O=C(CSc1nc(-c2ccc(F)cc2)cc(C(F)(F)F)n1)NCCN1CCOCC1	2	5	-73	-4	73*	0	-3	-9	nt	-2.0
Cc1cccc2sc(NC(=O)CNS(=O)(=O)c3ccc(Br)s3)nc12	1	-5	7	5	-7	?	5	-3	nt	-6.8
COc1ccc(Cl)cc1NC(=O)CSc1nnc(COc2ccccc2)n1C	4	3	-26	4	26	-10	-10	-12	7	-0.6
CS(=O)(=O)N(CC(=O)N1CCOCC1)c1cccc(F)c1	0	-4	-7	5	7	2	4	-8	-2	0.5
CC(C)CNC(=O)c1nc(-c2ccccc2)n(-c2ccccc2)n1	1	-10	7	-2	-7	0	-10	-14	nt	-0.4
CCOC(=O)CC(=O)CSc1nc(CC)c(C)cc1C#N	-1	-11	-17	-1	17	3	nt	-5	9	0.6
c1csc(CNc2nc3ccccc3n2CCN2CCOCC2)c1	-5	-4	5	nt	-5	-1	nt	-10	nt	-0.5
Cc1c(C)n(Cc2ccccc2)c2ncnc(NCCO)c12	-5	7	-3	3	3	-2	9	2	0	-2.5
O=C(C1CCC(=O)N1C1CCCCC1)N1CCN(c2ccc(F)cc2)CC1 (stereo not drawn)	9	nt	7	1	-7	-13	-5	7	-1	9.2
Cc1cc(=O)[nH]c2c1cnn2C(C)c1ccccc1 (stereo not drawn)	6	0	nt	0	nt	-4	0	-11	1	-0.2
CSCCC(NC(=O)c1cncc(Br)c1)C(=O)O (stereo not drawn)	-2	8	-5	2	5	-3	0	-10	-2	-0.8
CCN(CC(=O)Nc1ccc(NC(C)=O)cc1)C(=O)C(c1ccccc1)c1ccccc1	0	3	-26	5	26	-10	-2	-10	-2	-1.7
COc1cccc2cc(C(C)N(CCCN3CCOCC3)C(=O)Nc3ccc(Cl)cc3)oc12 (stereo not drawn)	-1	-16	-1	2	1	-9	1	-9	nt	-1.9
(next part)
SMILES	RTF Ca sens act	Rtt109 HAT inh	SR-BI uptake up	HTR5A ag	SR-BI HDL uptake	dFosB act	MITF TRPM1 HTS	PvdQ inh	Wnt bcat act	CDK5 inh
COc1ccccc1CC(=O)NCCN1CCCCC1	2	-4	16	2	-16	6	nt	-12	-1	1.1
Nc1nnc(Sc2ccc(Cl)cc2[N+](=O)[O-])s1	-3	-11	7	9	-7	4	-5	-8	-3	0.5
CCOc1ccc(S(=O)(=O)Nc2ccc(C(=O)NCC(c3ccco3)N(C)C)cc2)cc1 (stereo not drawn)	-4	8	14	2	-14	-12	-4	-11	1	0.0
COc1ccc(-c2nnc(SCC(=O)N(Cc3ccccc3)C(C)(C)C)o2)cc1OC	1	9	-28	7	28	-9	nt	-11	-2	1.8
O=C(Nc1ccc(NS(=O)(=O)c2ccccc2)cc1)c1ccccc1Cl	3	6	-4	3	4	-11	4	-4	0	1.4
CCCC(=O)NC(=S)Nc1cccc(NC(=O)c2ccccc2)c1	-5	0	-27	4	27	-3	-11	4	-2	2.0
CN(C)S(=O)(=O)c1cccc(NC(=S)NCc2ccc3c(c2)OCO3)c1	-1	-3	-28	-2	28	-7	7	-8	1	-0.3
CS(=O)(=O)Nc1ccc(C2=NN(C(=O)C3CCCCC3)C(c3cccs3)C2)cc1 (stereo not drawn)	-6	6	1	8	-1	-17	0	-1	-7	-1.7
